LYP inhibition: inhibitors of LYP phosphatase, biochemical, fluorescence intensity, uHTS (AID 1779). 290,000 compounds, 0.054% hits. recombinant LYP phosphatase, fluorescence intensity; higher % means a stronger effect. inhibition, % at 11.5 µM, or IC50 in µM where a hit was titrated; in the data active means inhibition above about 50%;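 further: plate controls were vehicle with enzyme for no effect and no enzyme for full effect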
RSV antiviral HEp-2: RSV antiviral activity via CPE protection, HEp-2 cells, primary 10 µM value included (AID 2391); CPE inhibition, % at 10 µM; hits with a dose series show IC50 in µM; 310,000 compounds, 0.13% hits; HEp-2 cells, RSV-induced CPE inhibition; higher % means a stronger effect; in the data active means a potency from the dose series; inconclusive means CPE inhibition mostly from about 23% at the one dose, without a potency; inactive means the rest, 99 in 100 with CPE inhibition below about 21%; further: strong numbers were not always called active
Rac1 GTP hydrolysis: MgcRacGAP GTPase-activating activity inhibitors, confirmation, biochemical, ADP Hunter fluorescence; MgcRacGAP-stimulated Rac1 GTP hydrolysis, ADP Hunter fluorescence; higher % means a stronger effect; GST-tagged Rac1 F28L mutant substrate; AID 624330; inhibition, % at 30 µM; hits with a dose series show IC50 in µM; 340,000 compounds, 0.6% hits;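 active means first-screen hits whose inhibition reached a set limit at any dose in the follow-up dose series; inconclusive means inhibition above the set first-screen limit but never retested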;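 further: fluorescence reports GDP produced by GAP-driven GTP hydrolysis; strong numbers were not always called active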
Salmonella PhoP GFP: inhibitors of PhoP regulon expression, primary screen, Salmonella Typhimurium, GFP reporter (AID 1863); S. Typhimurium PhoP-regulated promoter GFP reporter, 4 h; higher % means a stronger effect; inhibition, % at 50 µM; hits with a dose series show IC50 in µM; 300,000 compounds, 0.16% hits;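 active means inhibition over 29.93%, a cutoff 3 SD above the screen mean, later confirmed by dose response; inconclusive means inhibition over 29.93% but no dose response follow-up; inactive means inhibition at most 29.93% or unconfirmed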;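 further: 0% = low Mg2+ inducing control and 100% = high Mg2+ repressing control; strong numbers were not always called active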
GPR35 antagonists: GPR35 antagonists blocking zaprinast-driven arrestin recruitment, primary screen, imaging, U2OS, beta-arrestin-GFP, zaprinast agonist (AID 2058); U2OS GPR35 beta-arrestin-GFP translocation imaging, zaprinast antagonism; higher % means a stronger effect; inhibition, % at 10 µM, or IC50 in µM where a hit was titrated; 290,000 compounds, 0.052% hits;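 active means inhibition of at least 50% with at least 30 cells and total cytoplasm GFP at most 10,000,000; inconclusive means under 30 cells or total GFP of 10,000,000 plus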
SV40 large T antigen: SV40 large T antigen inhibitors, biochemical (AID 1903). SV40 large T antigen ATPase/helicase inhibition assay; higher % means a stronger effect. one-dose inhibition, % at 20 µM; IC50 in µM for titrated hits. 310,000 compounds, 0.39% hits; in the data active means a potency from the dose series; inconclusive means inhibition mostly from about 32% at the one dose, without a potency; inactive means the rest, 99 in 100 with inhibition below about 32%; further: strong numbers were not always called active
Dengue-2 NS5 capping: Dengue-2 NS5 methyltransferase inhibitors, primary screen, biochemical, confirmation dose response (AID 588689) | one-dose inhibition, % at 25 µM; IC50 in µM for titrated hits | Dengue-2 NS5 methyltransferase capping enzyme assay, biochemical; higher % means a stronger effect | 340,000 compounds, 0.3% hits; in the data active means a potency from the dose series; inconclusive means inhibition above about 29% without an active follow-up result
West Nile virus CPE: inhibition of WNV-induced cytopathic effect – cell-based, CPE readout (AID 1621). West Nile virus-infected cells, CPE inhibition; higher % means a stronger effect. one-dose CPE inhibition, % at 10 µM; IC50 in µM for titrated hits. 290,000 compounds, 0.02% hits; in the data active means a potency from the dose series; inconclusive means CPE inhibition mostly from about 3.7% at the one dose, without a potency; inactive means the rest, 99 in 100 with CPE inhibition below about 2.2%; further: strong numbers were not always called active
CSM14.1 death rescue: protection against thapsigargin-triggered cell killing – 384-well, CSM14.1, ATP luminescence, primary screen (AID 1222). CSM14.1 thapsigargin-induced death rescue, ATP luminescence; higher % means a stronger effect. one-dose cellular ATP content (survival), % at 20 µM; EC50 in µM for titrated hits. 190,000 tested, under 10 active;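 active means EC50 below 50 µM in the dose-response confirmation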;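 further: death triggered by thapsigargin at about 15 µM added after 2 h compound pretreatment; cell ATP read after overnight thapsigargin exposure of roughly 18 to 22 hours; normalized against plate controls of thapsigargin alone and 5% DMSO vehicle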
Active calls of the source: *; ? = inconclusive; nt = no result given.

SMILES	LYP inhibition	RSV antiviral HEp-2	Rac1 GTP hydrolysis	Salmonella PhoP GFP	GPR35 antagonists	SV40 large T antigen	Dengue-2 NS5 capping	West Nile virus CPE	CSM14.1 death rescue
N#Cc1ccccc1CN1C(=O)c2ccccc2S1(=O)=O	-7%	2.0%	7%	3%	-9%	4%	-7%	0.5%	nt
Cn1c(NC(=O)c2cccnc2)nc2ccccc21	6%	18%	11%	7%	-13%	8%	-1%	-0.3%	-3.4%
O=C(NCC(c1cccs1)N1CCOCC1)c1ccc(Cl)c([N+](=O)[O-])c1 (centres undefined)	-6%	0.4%	4%	-11%	-7%	-2%	-6%	-0.9%	-1.1%
COc1ccc(C(CCN2CCCCC2)c2c(O)cc(OC)cc2OC)cc1 (centres undefined)	-8%	-1.3%	7%	1%	-5%	5%	-10%	-1.0%	nt
CCN(CC)P(=O)(Nc1ccc(Br)cc1)c1c(C)nn(CCC#N)c1NC(=O)c1ccc(Cl)cc1 (centres undefined)	-2%	1.9%	8%	3%	6%	5%	4%	-1.7%	nt
COc1ccc(CCNc2cc(=O)[nH]c(N)n2)cc1	0%	-1.3%	1%	1%	-10%	8%	6%	-0.1%	-2.3%
CC(=O)c1cccc(NC2c3ncccc3C(=O)N2Cc2ccco2)c1 (centres undefined)	-1%	22%	7%	4%	12%	17%	3%	-1.0%	-2.0%
O=C(Cn1nnc(-c2ccc(CN3CCOCC3)cc2)n1)NC1CCCCC1	-12%	3.7%	4%	-5%	2%	6%	-1%	-0.1%	2.3%
CCOC(=O)C1CCN(C(=O)Nc2ccccc2Cl)CC1	-5%	1.3%	11%	-9%	14%	1%	3%	0.2%	-0.4%
CN(C)c1ccc(/C=N/N(CCO)C2=NS(=O)(=O)c3ccccc32)cc1	-4%	2.6%	6%	-101%	3%	7%	?	0.4%	nt
CCN1C(=O)[C@H]2[C@@H](c3ccc(SC4CCCCC4)c(OC)c3)N3CCCC[C@@]3(C(=O)OC)[C@H]2C1=O	nt	-3.0%	6%	nt	nt	1%	-7%	nt	nt
O=[N+]([O-])c1ccc2cn[nH]c2c1	-2%	1.9%	3%	-9%	18%	11%	3%	-0.1%	-2.4%
CCc1cc2c(=O)c(-c3nc4ccccc4n3C)coc2c(CN2CCCC(C)C2)c1O (centres undefined)	-10%	-0.1%	-11%	9%	2%	-1%	7%	-1.2%	nt
N#Cc1ccc(N2C(=O)[C@@H]3C(C(=O)C(c4ccccc4)c4ccccc4)=NN[C@@H]3C2=O)cc1	2%	1.5%	-5%	11%	0%	13%	-3%	0.8%	8.5%
Cc1ccccc1NC(=O)OCc1cccnc1Sc1ccc(Cl)cc1	-4%	0.8%	5%	-6%	10%	22%	4%	-0.4%	-1.0%
CC(C)CNC(=S)NNC(=O)c1ccc2c(c1)OCO2	-6%	nt	2%	-1%	2%	4%	-5%	nt	0.0%
CC1CCCC(NC(=O)COC(=O)c2ccccc2[N+](=O)[O-])C1C (centres undefined)	-6%	1.3%	3%	2%	7%	-2%	-1%	-0.3%	1.2%
CC(C)/C=C1\CC/C(=C\c2cccnc2)C1=O	2%	-0.3%	10%	-2%	-5%	16%	2%	0.2%	-1.7%
CCOc1cc(N2CCOCC2)c(OCC)cc1NC(=O)CN1CCCC(C)C1 (centres undefined)	-7%	1.2%	6%	-5%	1%	-10%	nt	-1.5%	-1.6%
CC1CCCC(C)N1C(=O)CSc1nnc(NC(=O)c2cccs2)s1 (centres undefined)	3%	3.5%	6%	-13%	12%	19%	2%	0.1%	0.9%
CCCc1cc(=O)n2[nH]c(NCc3ccccc3Cl)nc2n1	-11%	0.4%	7%	10%	7%	14%	3%	-0.4%	1.1%
Cc1ccc(S(=O)(=O)N2CCC(C(=O)OCC(=O)Nc3cc(S(C)(=O)=O)ccc3Cl)CC2)cc1C	-4%	0.1%	7%	-6%	14%	26%	-8%	-0.2%	nt
NC(=O)CCn1ccc2ccccc21	-1%	1.6%	2%	1%	-11%	22%	-8%	-0.1%	-1.8%
COc1cc(OC)c(C2SCCN2S(=O)(=O)c2ccc(F)cc2)cc1OC (centres undefined)	-1%	0.9%	-3%	2%	2%	-1%	-9%	-0.2%	-2.4%
CCC(C(=O)NC1CCCC1)N(C(=O)Cn1nnc(-c2cccs2)n1)c1cnc2ccccc2c1 (centres undefined)	-4%	2.4%	11%	0%	0%	8%	-2%	-0.7%	-3.4%
CC(=O)n1cc(Nc2ccccc2C(=O)O)c2ccccc21	-3%	3.6%	-4%	3%	3%	10%	nt	0.2%	0.0%
Nc1nonc1-n1nnc(C(=O)N/N=C/c2ccc(F)cc2)c1-c1ccc2c(c1)OCO2	-3%	5.1%	12%	3%	7%	nt	-8%	3.4%	nt
COc1ccc(CN(CCC(c2ccc(F)cc2)C2CCOC(C)(C)C2)C(=O)c2ccco2)cc1 (centres undefined)	0%	19%	4%	23%	-12%	-10%	nt	?	-2.1%
Cn1c(CNc2ccc(Cl)cc2)nnc1SCC#N	-6%	1.5%	4%	nt	6%	nt	-9%	-0.4%	-0.5%
CSc1nnc(C(C)(C)C)c(=O)n1/N=C/c1ccccc1	-1%	1.8%	-9%	-13%	11%	2%	10%	-0.3%	nt
COc1ccc(N2CCN(C(=O)c3cc(=O)c4ccc(C)cc4o3)CC2)cc1	-4%	3.7%	22%	-7%	8%	16%	-5%	-0.3%	nt
COc1cccc(CNc2ccc(F)c(Cl)c2)c1O	nt	1.6%	5%	-7%	nt	2%	-10%	2.3%	nt
Cc1cc(-c2csc(NC(=O)c3ccc(C#N)cc3)n2)c(C)n1Cc1ccccc1	0%	2.5%	4%	11%	-12%	8%	-4%	-0.6%	4.1%
CNC(=O)CN(c1cc(C)ccc1OC)S(=O)(=O)c1ccc(C)cc1	1%	1.4%	0%	2%	0%	1%	2%	-0.9%	nt
O=C(Nc1ccccc1)N1CCN(C(=O)Nc2ccccc2)CC1	-2%	-1.3%	nt	-7%	3%	4%	nt	0.1%	0.1%
Cc1cc(C(=O)NCC(c2ccco2)N(C)C)ccc1[N+](=O)[O-] (centres undefined)	-4%	0.9%	9%	-3%	26%	9%	-5%	-0.7%	nt
CCCC[C@@H]1C[C@H]1[C@@H](NC(=O)c1ccccc1)c1ccccc1C(F)(F)F	0%	0.5%	11%	16%	6%	-1%	-4%	-0.8%	-0.7%
CCc1nnc(NC(=O)CSc2nnnn2C)s1	3%	1.4%	-11%	-8%	2%	12%	0%	-0.2%	-1.6%
COc1ccc(N2CCN(CC(=O)Nc3cccc(S(=O)(=O)N4CCOCC4)c3)CC2)cc1	-2%	8.0%	78µM*	-4%	7%	30%	1%	-1.1%	-0.5%
CN(C)S(=O)(=O)N1CCN(C(=O)N2CCOCC2)CC1	-6%	0.5%	10%	-7%	1%	15%	-1%	-0.1%	3.2%
CC(=O)N1CCN(c2nc3ccc([N+](=O)[O-])cc3s2)CC1	-5%	1.4%	13%	5%	2%	14%	-3%	-0.3%	nt
CCC1CCCCN1CCCNC(=O)c1cn(CC)c2ccc(S(=O)(=O)N(C)C3CCCCC3)cc2c1=O (centres undefined)	-8%	-3.5%	12%	-4%	14%	33%	-4%	-1.3%	nt
CN(c1ccc(OCC(=O)Nc2nc(-c3ccccc3)cs2)cc1)S(=O)(=O)c1ccc(F)cc1	-2%	11%	9%	5%	-4%	11%	1%	-1.3%	-0.3%
Cc1nn(Cc2ccccc2)c(C)c1N	-6%	0.8%	7%	8%	10%	9%	-9%	-0.3%	-1.8%
NS(=O)(=O)c1ccc(CCNC(=S)NC2CCCCC2)cc1	-6%	4.2%	6%	-4%	17%	12%	-7%	-0.2%	nt
CCOC(=O)c1cc(-c2ccccc2)sc1NC(=O)C(C)N1C(=O)c2ccccc2C1=O (centres undefined)	2%	8.1%	10%	-5%	-10%	10%	-10%	-0.3%	0.0%
COc1cccc(OCc2cc(C(=O)N3CCN(C(=O)c4ccco4)CC3)no2)c1	-8%	3.3%	-2%	-14%	1%	14%	0%	-0.6%	nt
COc1ccc(-c2nc3ccccc3n2OC(C)C(=O)O)cc1 (centres undefined)	1%	-0.4%	8%	5%	1%	3%	7%	-0.3%	-1.0%
O=C(CSc1nc2ccccc2[nH]1)Nc1nc(-c2ccccc2)c(-c2ccccc2)o1	-1%	2.5%	14%	-6%	-28%	11%	-11%	-0.3%	0.8%
CCN1CCN(C(=O)c2cc(-c3cccnc3)nc3ccc(Br)cc23)CC1	-2%	-1.6%	11%	2%	-7%	-4%	0%	2.0%	-0.1%
CCN(CC(=O)Nc1c(F)cccc1F)C(=O)CN1C(=O)NC2(CCCC2)C1=O	nt	-1.8%	0%	-3%	nt	24%	8%	nt	nt
CCOC(=O)C(=CNc1cc(OC)ccc1-n1cccc1)C(=O)OCC	-2%	2.7%	10%	-10%	-8%	4%	2%	-0.4%	nt
CCN(c1ccc(NC(=O)COC(=O)c2cc3ccccc3oc2=O)cc1)C(C)C	-4%	5.0%	18%	-1%	7%	13%	-2%	-0.9%	-1.6%
CCCCNC(=O)c1ccccc1Cl	-11%	4.8%	4%	3%	-8%	2%	-4%	0.6%	-0.5%
Cc1ccc(C)c(NS(=O)(=O)c2csc(C(N)=O)c2)c1	3%	0.1%	4%	-5%	4%	5%	0%	-0.1%	nt
COc1ccc(N2CCN(c3cc(=O)n(Cc4ccc(F)cc4)c(=O)[nH]3)CC2)cc1	1%	1.6%	9%	-3%	-1%	47%	-2%	-0.1%	-2.2%
CCC1(C)Cc2ccccc2-c2nc(NCCCO)[nH]c(=O)c21 (centres undefined)	-8%	1.5%	7%	-8%	-6%	11%	-12%	-0.3%	nt
CC(=O)N1CCN(c2ccc(NC(=O)c3ccc4c(c3)OCO4)cc2)CC1	-5%	4.6%	10%	29%	-8%	9%	-5%	-0.5%	0.3%
O=C(O)C1=C(OCc2ccccc2)C(=O)NCC1	2%	2.5%	2%	0%	2%	9%	-2%	0.2%	-1.0%

Single values from above.
In SV40 large T antigen, `CCCCNC(=O)c1ccccc1Cl` is listed with 2%
In Dengue-2 NS5 capping, `CCN1CCN(C(=O)c2cc(-c3cccnc3)nc3ccc(Br)cc23)CC1` is listed with 0%
In SV40 large T antigen, `CC(=O)N1CCN(c2ccc(NC(=O)c3ccc4c(c3)OCO4)cc2)CC1` is listed with 9%

Assay outcomes deposited in PubChem BioAssay by several laboratories.
